RT RNaseH block – HIV-1 RT RNase H inhibitors, primary screen, biochemical, fluorescence | Gag-Pol polyprotein (Human immunodeficiency virus type 1 group M subtype B (isolate … | RT-RNase H RNA/DNA duplex cleavage | inhibition, % at 10 µM | hit rate 1.9% among 65,000 | AID 565, 2006; in the data active means inhibition above about 50%
RmlCD inh mix – RmlC and RmlD coupled enzyme inhibitors, primary screen, biochemical, 384-well, compound mixtures, retest; RmlC/RmlD coupled enzyme inhibition, 384-well mixture HTS; inhibition, % at 5.5 µM; hit rate 0.39% among 110,000; in the data active means inhibition above about 30%, passing the limit was not always enough; further: strong numbers were not always called active
Active calls of the source: *; . = no result given. The list is partial, so the mix of outcomes need not match the whole.

SMILES	RT RNaseH block	RmlCD inh mix
CC(=O)Nc1ccc(N2C(=O)CSC2c2c(F)cccc2Cl)cc1 (stereo not given)	.	-6
CCC(=O)Nc1ccc(-c2nnc(SCC(=O)Nc3nccs3)n2C)cc1	-6	7
COc1cc(NC(=O)Nc2ccccc2)c(OC)cc1NC(=O)CN1CCCCC1	26	7
COC(F)(C(=O)Nc1ccc2c(c1)C(=O)NC2=O)C(F)(F)F (stereo not given)	-28	8
CC(C)CCNC(=O)CN(C(=O)CCC(=O)Nc1ccccn1)c1ccc2c(c1)OCCO2	.	53
Cc1ccc(Oc2c(C=O)c3ccccc3n2C)cc1	.	-8
COC(=O)c1cn(CCOc2ccccc2OC)c2ccccc12	.	6
COc1ccc(N2C(=O)CC(n3cnc4ccccc43)C2=O)cc1 (stereo not given)	.	0
COc1ccc(N/N=C(/Oc2ccc([N+](=O)[O-])cc2)C(C)=O)cc1	.	5
CCCNC(=O)Cc1ncn[nH]1	-11	5
O=C1NCC(CN(c2ccccc2)c2ccccc2)O1 (stereo not given)	-10	4
Cc1ccc(-c2nnc(N3CCN(C(=O)Cn4c(=O)n(C)c5ccccc54)CC3)c3ccccc23)cc1	.	-7
Cc1sc(CO)c(Sc2ccccc2)c1C(=O)O	38	.
CC(=O)N1CCCc2cc(S(=O)(=O)N3CCN(c4ccccn4)CC3)ccc21	-22	12
CCN=C1SC(C(=O)Nc2cccc(C(=O)O)c2)CC(=O)N1CC (stereo not given)	0	8
CC(=O)C1=C(NC(=O)c2ccccc2F)C[C@@H]2[C@H]1C2(C)C	-27	-8
Cn1c(=O)c2c(nc(Oc3ccccn3)n2C)n(C)c1=O	-7	.
CCC(C)NC(=O)CCS(=O)(=O)c1ccc2c(c1)n(C)c(=O)c(=O)n2C (stereo not given)	2	5
CC(O)[C@H]1CN=C(N)N1CCc1cc(C(F)(F)F)cc(C(F)(F)F)c1 (stereo not given in full)	.	13
COc1ccc(-n2nc3c(c2NC(=O)Cc2cccc(C)c2)CS(=O)C3)cc1 (stereo not given)	-9	0
CCCCCOc1ccc(NC(=O)C(=O)NCCC2=CCCCC2)cc1	.	4
CCCCN(C)C(=O)c1cn(C)c2ccc(S(=O)(=O)N(C)C)cc2c1=O	-8	13
COc1c2c(nc3ccccc13)OC(C(C)(O)CO)C2 (stereo not given)	.	5
CC(C)NS(=O)(=O)c1ccc(NC(=S)NC(=O)c2ccc(-c3ccccc3)cc2)cc1	.	20
CCOC(=O)C1=C(N)Oc2cc(C)oc(=O)c2C12C(=O)N1c3c(cccc32)C(C)=CC1(C)C (stereo not given)	0	-13

More structures.
SMILES	RT RNaseH block	RmlCD inh mix
S=c1[nH]c2ncccc2o1	-6	-3
Clc1ccc(-c2cn3c(n2)CCC3)cc1	-8	-1
CCOC(=O)c1c(C)n(CCN2CCN(C)CC2)c2ccc(OC)cc12	-4	8
CCOC(=O)C(CC)n1nc(C)n2c(cc3occc32)c1=O (stereo not given)	.	2
O=C1CCCCCN1CP(=O)(O)CCc1ccccc1	-3	43
O=C(CSc1ncccn1)Nc1ccc(S(=O)(=O)N2CCCCC2)cc1	.	-15
O=C1OCc2ccc(NC(=O)C3CCCCC3)cc21	-6	-2
O=C(NC(Cc1ccccc1)C(=O)O)c1ccccc1 (stereo not given)	4	-7
Cc1c(/C(O)=C2/C(=O)C(=O)N(CCN3CCOCC3)C2c2ccco2)cnn1-c1ccccc1 (stereo not given)	4	.
COc1ccccc1CN(Cc1cc2cc(C)cc(C)c2[nH]c1=O)Cc1nnnn1CC1CCCO1 (stereo not given)	-12	-4
COc1cccc(C2c3c(oc4ccc(Cl)cc4c3=O)C(=O)N2c2cc(C)on2)c1OC (stereo not given)	50*	6
COc1ccccc1CNS(=O)(=O)c1cccc(S(=O)(=O)N2CCOCC2)c1	-8	3
CC(=O)C(Sc1nc(-c2ccco2)nc2c1c(=O)n(C)c(=O)n2C)C(=O)N(C)C (stereo not given)	-2	.
O=C(Cn1cnc2c(nnn2Cc2ccc(F)cc2)c1=O)N1CCN(c2ccccc2)CC1	-1	.
CCOC(=O)c1ccccc1NC(=O)Cn1cnc2c1c(=O)n(C)c(=O)n2C	-15	-11
COc1ccc(C(=O)CSc2nnc(Cn3nnc4ccccc43)n2C)cc1	.	9
CC(=O)Nc1cc(-c2ccccc2)nn1Cc1ccc(Cl)cc1	.	2
CSc1nnc2c(n1)[nH]c1c(C)cccc12	-4	-7
COC(=O)c1ccc(NC2CC(=O)N(c3ccccc3C)C2=O)cc1 (stereo not given)	.	-26
CCCCn1cnc2sc3c(c2c1=N)CCCC3	-1	-8
CCCC(C(=O)NCc1ccc(OC)cc1)N(Cc1ccco1)C(=O)c1snc(C(N)=O)c1N (stereo not given)	4	3
CSc1nsc(SC)c1C(=O)N1CCN(S(=O)(=O)c2ccc(C)cc2)C1C (stereo not given)	35	8
CCOCCc1nnc(NC(=O)c2cccs2)s1	8	23
CC(=O)NNC(=O)c1ccncc1	.	4
CC(C)CCn1c(N)c(C(=O)NCc2cccs2)c2nc3ccccc3nc21	.	-143

Going on with the list.
SMILES	RT RNaseH block	RmlCD inh mix
CCn1cc(C2=NC(C(C)C)CO2)c2ccccc21 (stereo not given)	-10	-4
Cc1cccc(C)c1NC(=O)CN(C)CC(=O)Nc1cc(Cl)ccc1C#N	.	6
Cn1c(=O)c2c(nc(CN3CCC(C(N)=O)CC3)n2Cc2c(Cl)cccc2Cl)n(C)c1=O	-4	-13
CCC(C)[C@@H](CN(N=O)[C@@H](Cc1ccccc1)CN(C)N=O)N(CCc1ccccc1)N=O (stereo not given in full)	.	68
COc1ccc(C(C)=O)cc1CN(C)C	.	-7
CCn1cc(C(=O)O)c(=O)c2cnc(N3CCN(C(=O)Nc4cccc5ccccc45)CC3)nc21	1	.
Cc1cccc(NC(=O)c2nc[nH]c2C(=O)NCC(=O)OC(C)(C)C)c1	.	-7
COCCN(CCOC)S(=O)(=O)c1ccc(C(=O)NCCCN2CCOCC2)cc1	-13	-11
C/C(N)=C(/C#N)C(=O)COC(=O)c1ccc(C)c(S(=O)(=O)N2CCCCC2)c1	.	6
Cc1cccc(NC(=O)c2cc(NC(=O)c3ccco3)ccc2N2CCCCC2)c1	73*	21
COc1ccc(-c2nnc(SCC(=O)N3CCOCC3)o2)cc1OC	-15	7
Fc1ccccc1CSc1nnnn1-c1ccc2c(c1)OCO2	-96	-3
Cc1cc(C)cc(Nc2ccc(C(=O)O)cc2N)c1	-3	10
O=S(=O)(NCc1ccncc1)c1ccc(Br)s1	-8	-10
CC(C)Oc1nnnn1-c1ccccc1	.	-9
COc1ccccc1CNC(=O)CCN1C(=O)COc2ccc(C)cc21	-10	-14
Cc1ccc(-c2noc(CCC(=O)NC3CCCc4ccccc43)n2)cc1 (stereo not given)	6	2
CC(=O)Nc1ccc(OCC(O)CN2CCN(c3ccc(Cl)cc3)CC2)cc1 (stereo not given)	.	-12
CC1CCCCN1Cc1nc2c(c(=O)n(C)c(=O)n2C)n1CCc1ccccc1 (stereo not given)	-4	-9
OCCCn1c(C2CCCN2c2nc(-c3ccc(Cl)cc3)cs2)nc2cc(Cl)c(Cl)cc21 (stereo not given)	.	-20
Cc1c(Cl)cccc1NC(=O)NC1CCCCC1	20	-6
CCOC(=O)c1cc2sccc2n1CC(=O)Nc1ccc2c(c1)OCCO2	-2	13
Cc1ccc(N2C(=O)c3ccccc3C2Nc2ccc(S(=O)(=O)N3CCCCC3)cc2)nc1 (stereo not given)	.	11
Cn1c(CCN2CCN(c3ccc(F)cc3)CC2)nc2cc(NC(=O)c3ccco3)ccc21	-8	-12
Cc1c(Br)cc(C(=O)NCc2ccco2)c(C)c1C	9	-13

(further entries)
SMILES	RT RNaseH block	RmlCD inh mix
CCc1ccc(Nc2oc(C)cc(=O)c2C(C)=O)cc1	-14	-6
Cc1cc(Nc2cccc(C(F)(F)F)c2)n2nc(C)nc2n1	-13	9
CC(C)OC(=O)CSc1nnc(-c2ccc(C(C)(C)C)cc2)n1N	82*	.
COc1ccc2c(=O)c(-c3ccccc3C)c(C)oc2c1	.	-15
COc1ccc2[nH]c(=O)c(CN(CCO)S(=O)(=O)c3ccc4c(c3)OCCO4)cc2c1	-22	.
CC1(C)Cc2c(sc(NC(=O)c3ccc(Br)o3)c2C#N)CO1	-3	-4
Cc1cc(C)c2cc(CN(CC3CCCO3)S(=O)(=O)c3ccc4c(c3)OCCO4)c(=O)[nH]c2c1 (stereo not given)	-1	13
COc1ccccc1CNCc1cccs1	-8	2
COc1ccc(-c2c(C#N)c(SCc3c(C)noc3C)nc3c2C(=O)CC(C)(C)C3)cc1	5	.
COC(=O)/C(=C\Nc1cccc(Cl)c1C)c1ncc(C(F)(F)F)cc1Cl	.	5
O=C(NCCCN1CCOCC1)c1cc2c(s1)CCCC2	3	6
c1ccc(N2CCN(c3ncnc4scc(-c5cccs5)c34)CC2)cc1	-5	7
CC1CCN(C(=O)CSc2ccc3nnc(-c4cccc(F)c4)n3n2)CC1	0	.
CCC(=O)OCc1c(C(F)(F)F)nn(C)c1Sc1ccc(F)cc1	.	-1
Cc1ccc(C(C(=O)NC2CCCC2)N(C(=O)c2csnn2)C2CCCC2)o1 (stereo not given)	-2	3
CN1/C(=C/C(=O)c2nc(S(C)(=O)=O)ncc2Cl)C(C)(C)c2ccccc21	10	7
CCCS(=O)(=O)c1nc(S(=O)(=O)c2ccc(C)cc2)c(NCCN2CCOCC2)s1	-17	-12
CCc1cccc(C)c1NC(=O)CN1C(=O)c2ccccc2S1(=O)=O	-13	6
CCOC(=O)C1CCCC(NS(=O)(=O)c2ccc(NC(C)=O)cc2)C1 (stereo not given)	.	-3
S=C1CN=C(c2ccccc2)c2cc(Cl)ccc2N1	.	-10
COc1ccc2cnn(-c3ccccc3C)c(=O)c2c1OC	-6	-9
O=C(NCCc1csc(-c2ccccc2)n1)c1cccs1	-13	12
C/C(=N/NC(=O)c1cn(-c2cccc(C)n2)cn1)c1ccc(C)cc1	.	-12
S=C1NC2=C(CCCC2)C2(CCCCC2)N1	.	4
O=C(Cc1ccccc1)Nc1ccc(N2CCCC2)cc1	.	-46

(further entries)
SMILES	RT RNaseH block	RmlCD inh mix
CCc1cc2c(=O)c(-c3nc4ccccc4n3C)c(COCC(=O)O)oc2cc1OC(=O)C(C)(C)C	.	-6
Cc1cccc(Cn2c(NCC(C)O)nc3c2c(=O)n(C)c(=O)n3C)c1 (stereo not given)	-2	0
Cc1ccc(N(C)S(=O)(=O)c2ccc(C)cc2)cc1	.	-9
O=C(Nc1c(C(=O)N2CCCCC2)cnn1-c1ccccc1)c1ccco1	-3	18
O=S(=O)(NCc1cccnc1)c1ccc(Cl)nc1	.	-10
Cc1cc(C)nc(SCC(=O)Nc2ccc(S(=O)(=O)NC(C)(C)C)cc2)n1	.	7
COc1ccccc1C1SCCN1S(=O)(=O)c1cccc(C(F)(F)F)c1 (stereo not given)	-29	.
CCC1Oc2ccc(C)cc2N(CC(=O)NCCCN2CCN(Cc3ccccc3)CC2)C1=O (stereo not given)	8	-15
Cc1cc(Cl)ccc1NC(=S)NCc1ccc(Cl)cc1	.	-11
C/C(=N\Nc1cc(Cl)nc(C)n1)c1ccc(Cl)c(Cl)c1	.	-15
O=C(CCNC(=O)c1ccc(Br)o1)NCc1ccc(Cl)cc1	0	-12
CCN1CCN(C(=S)Nc2ccc(Cl)cc2Cl)CC1	.	-5
Cc1nc2ccccc2c(=O)n1-c1ccc(F)cc1	-6	38
CCN(CC)CCn1c(NCc2cccc(OC)c2)nc2ccccc21	4	17
O=C(COc1ccc(Br)cc1)N1CCC(c2ccccc2)C1 (stereo not given)	.	-11
Cc1nc(NC2=NCN(CCc3ccccc3)CN2)nc2ccccc12	11	.
CCC1=C(OC(=O)N(CC)CC)N2C(=O)OC(=NCc3ccccc3)[C@]2(C)[C@H]2C1=CC[C@H]1C(=O)N(CC(=O)OC)C(=O)[C@H]12	.	-10
COC(=O)c1c(C(=O)OC)c2n(c1C)Cc1ccccc1C2	-32	-7
CCN1CSC(=S)N(Cc2ccc(OC)cc2)C1	45	.
COc1cc(OC)c(-n2c(C)cc(C=O)c2C)cc1Cl	.	7
CCC1Oc2ccc(C)cc2N(CC(=O)NCCCN2CCCCC2CC)C1=O (stereo not given)	2	10
c1ccc(OCc2nc(-c3cccs3)no2)cc1	.	4
O=C(CSc1nnc(-c2cccs2)n1-c1ccccc1)c1ccc2c(c1)OCCO2	22	-9
COc1ccc(OC)c(S(=O)(=O)NC2CCN(Cc3ccccc3)CC2)c1	-8	-9
Cc1c(NC(=O)C(C#N)=C2CCCCC2)c(=O)n(-c2ccccc2)n1C	-12	-8

Source: PubChem BioAssay (several laboratories)
